Assay outcomes: PubChem, National Center for Advancing Translational Sciences (NCATS)
HTT aggregate: mutant huntingtin aggregation inhibition. PC12 HttQ103-GFP aggregates, Acumen cytometry, 40 h. Potency, µM (highest dose often 46.1 µM), for inactives: top-dose activity change, negative = inhibition, usual class: inhibitors. actives 1.1% (n = 220,000); note: % is set by controls: 0 for no effect and ±100 for the full control effect; nearly all actives have a fitted effect of over 60% in size
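Aggregate formation scored by laser-scanning cytometer (488 excitation, 500–530 emission) in lysed PC12 cells expressing Q103-GFP after 100 nM tebufenozide induction; library tested in dose series, with ATPLite reagent added in the multiplex.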
Tau ThT inhib: inhibitors of human tau fibril formation, thioflavin T binding | recombinant tau K18 P301L, heparin-induced fibrillization, ThT fluorescence | P10636 | actives 2.1% (n = 270,000) | Potency, µM (titrated, usually from 57.4 µM), inactives show top-dose activity, negative = inhibition, usual class: inhibitors | AID 1460; note: % is set by controls: 0 for no effect and ±100 for the full control effect; nearly all actives have a fitted effect of over 55% in size
Target sequence (P10636 561-689 P618L limits assumed): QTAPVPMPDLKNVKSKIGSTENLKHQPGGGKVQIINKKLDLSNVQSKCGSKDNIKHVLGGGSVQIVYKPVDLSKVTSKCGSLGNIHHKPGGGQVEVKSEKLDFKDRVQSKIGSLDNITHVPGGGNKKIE
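Recombinant human tau K18 fragment […] carrying P301L, 15 uM unlabeled plus 0.24 uM Alexa 594-labeled, was fibrillized with 20 uM heparin in 100 mM sodium acetate pH 7 for 6 hr at 37 C; 30 uM ThT fluorescence read after 1 hr.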
SMN2 splice enh: SMN2 splice variant enhancement | HEK293 SMN2-luciferase splicing reporter, luminescence, 30-36 h | Potency, µM (highest dose often 46.1 µM), for inactives: at the highest dose activity change, positive = activation, usual class: activators | actives 2.8% (n = 210,000); note: % of control where 0% means no effect; nearly all actives have a fitted effect of over 55% in size
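HEK293 cells carry an SMN2 minigene-luciferase reporter in which exon 7 inclusion puts luciferase in frame. Cells were seeded at 2000 cells/well, attached for 10-12 hours, then exposed to compounds for 30-36 hours at 37C before ONE-Glo luminescence.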
Tau FP inhib: inhibitors of human tau fibril formation; P10636; K18 P301L tau heparin fibrillization, Alexa594 FP, 6 h; Potency, µM (top dose mostly 57.7 µM), for inactives: at the highest dose activity, negative = inhibition, most hits filed as inhibitors; actives 0.39% (n = 280,000); AID 1468; note: % is set by controls: 0 for no effect and ±100 for the full control effect; nearly all actives have a fitted effect of over 55% in size
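FP of Alexa 594-tau after heparin (20 uM) induction. Substrate: human K18 P301L, 15 uM unlabeled, 0.24 uM labeled. Buffer 100 mM sodium acetate pH 7. 6 hr, 37 C.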
ALDH1A1 inh: blocks purified human ALDH1A1 activity; Purified ALDH1A1, NADH fluorescence, propionaldehyde substrate; Potency, µM (top dose mostly 75.3 µM), for inactives: top-dose activity, negative = inhibition, hits mostly inhibitors; actives 7.3% (n = 220,000); AID 1030; active = well fitted inhibition curve with a large enough effect, not every such curve was filed as active; inconclusive = small, poorly fitted or top-dose-only effect, or another doubt; inactive = no such curve, though single readings can be large or run the other way;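 note: plate controls were no enzyme wells and a reference inhibitor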
Target sequence (P00352 whole entry, looked up): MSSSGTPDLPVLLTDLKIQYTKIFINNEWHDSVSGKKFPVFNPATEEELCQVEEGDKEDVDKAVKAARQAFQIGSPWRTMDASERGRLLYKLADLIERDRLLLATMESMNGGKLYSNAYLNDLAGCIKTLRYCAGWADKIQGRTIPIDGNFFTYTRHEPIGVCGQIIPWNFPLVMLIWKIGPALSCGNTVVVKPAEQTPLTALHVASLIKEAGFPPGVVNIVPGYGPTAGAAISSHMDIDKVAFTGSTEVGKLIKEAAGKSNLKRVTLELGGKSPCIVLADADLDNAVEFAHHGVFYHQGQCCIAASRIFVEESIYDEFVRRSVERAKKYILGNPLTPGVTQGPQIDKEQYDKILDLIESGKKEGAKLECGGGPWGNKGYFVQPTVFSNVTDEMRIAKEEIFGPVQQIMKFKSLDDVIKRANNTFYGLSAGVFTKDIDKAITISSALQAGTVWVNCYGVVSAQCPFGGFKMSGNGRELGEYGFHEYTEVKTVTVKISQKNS
HTT ATP protect: cytoprotection in Huntington HTT-Q103 PC12 cell model; PC12 HTT-Q103 induced, cytoprotection, ATP luminescence, 40 h; Potency, µM (top dose mostly 56.4 µM), for inactives: cytoprotection (ATP increase), actives largely listed as activators; actives 0.14% (n = 230,000);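 note: % of control where 0% means no effect; nearly all actives have a fitted effect of over 45% in size; toxic huntingtin expression switched on by the ecdysone agonist tebufenozide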
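Rat PC12, Q103 Htt exon1-GFP fusion, ecdysone promoter; tebufenozide inducer 100 nM final; compound titration; qHTS, 1500 cells/well; ATPlite luminescent read.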
Tau fluor cs: counter-screen for tau fibril formation inhibitors; tau K18 P301L Alexa594 fluorescence, heparin fibrillization; actives 0.93% (n = 280,000); Potency, µM (highest dose often 57.7 µM), without a hit: at the top dose activity change, negative = decrease; AID 1463; note: % is set by controls: 0 for no effect and ±100 for the full control effect; nearly all actives have a fitted effect of over 55% in size
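Human tau K18 P301L (15 uM unlabeled, 0.24 uM Alexa 594-labeled) in 100 mM sodium acetate pH 7 with 20 uM heparin, 6 hr at 37 C. ThT 30 uM added, 1 hr ambient; Alexa 594 FP and total fluorescence read at 555/632 nm.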
KDM4E inh: inhibitors of human JMJD2E histone demethylase; B2RXH2; actives 1.6% (n = 230,000); Potency, µM (top dose mostly 57.1 µM), for inactives: at the highest dose activity change, negative = inhibition, most hits filed as inhibitors; JMJD2E catalytic domain, FDH-coupled NADH fluorescence (FDH is formaldehyde dehydrogenase); active = well fitted inhibition curve with a large enough effect, not every such curve was filed as active; inconclusive = small, poorly fitted or top-dose-only effect, or another doubt; inactive = no such curve, though single readings can be large or run the other way;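 note: 0% = wells with enzyme and -100% = buffer wells without enzyme; nearly all actives have a fitted effect of over 50% in size; many of its hits are not listed in these tables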
Target sequence (B2RXH2 1-337 limits assumed): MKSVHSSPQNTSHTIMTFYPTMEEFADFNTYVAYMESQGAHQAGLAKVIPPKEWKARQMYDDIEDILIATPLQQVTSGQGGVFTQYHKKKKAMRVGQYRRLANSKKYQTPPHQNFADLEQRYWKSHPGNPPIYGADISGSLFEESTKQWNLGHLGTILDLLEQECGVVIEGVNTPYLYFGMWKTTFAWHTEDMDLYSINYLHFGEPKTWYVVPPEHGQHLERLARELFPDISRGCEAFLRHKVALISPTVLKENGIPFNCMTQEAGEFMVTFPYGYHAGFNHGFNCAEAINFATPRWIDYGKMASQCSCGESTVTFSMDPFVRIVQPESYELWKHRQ
* = called active by the depositor; ? = inconclusive; . = no result given; & = joins results of further samples; [ ] = remark or other dose. Unless noted, calls come from the whole dose curve; as a rule, active = well fitted curve in the direction sought with a large enough effect; inconclusive = small, poorly fitted or top-dose-only effect, or another doubt; inactive = no such curve, though single readings can be large; an effect the other way counts as inactive or inconclusive. Potency is the fitted concentration of half-maximal effect.

Values run as follows: HTT aggregate	Tau ThT inhib	SMN2 splice enh	Tau FP inhib	ALDH1A1 inh	HTT ATP protect	Tau fluor cs	KDM4E inh
> O=C(NCCN1CCOCC1)c1cc2c(=O)n3ccccc3nc2n1Cc1ccccc1
    5%	-3%	6%	-1%	?	-6%	-7%	?
> COc1ccc(Nc2ncc(C(=O)N3CCN(c4ccc(OC)cc4)CC3)c3ccccc23)cc1
    .	?	-69%[inhibitor]	?	.	.	14µM*[quencher]	.
> CC(=O)Nc1nonc1C(=O)N1CCC(C)CC1
    -8%	4%	-19%	-12%	13%	1%[10 µM]	-6%	3%
> COC(=O)CSCC(=O)Nc1nnc(-c2ccccc2C)s1
    -28%	4%	-36%[inhibitor]	-1%	?	-9%	1%	-11%
> CCN1CCCC1CNC(=O)c1cc(NC(C)=O)c(N(C)C)cc1OC (stereo unspecified)
    -8%	-2%	-6%	-6%	9%	5%	-3%	3%
> COc1ccc2c(c1)cc1c(=O)n(CC(=O)NCCc3ccccc3)nc(C)n12
    .	-4%	5%	-3%	.	.	-6%	.
> CC1(c2ccc(Cl)cc2)NC(=O)N(CC(=O)NCc2cccs2)C1=O (stereo unspecified)
    12%	-8%	?	-1%	6%	11%[10 µM]	-14%	5%
> C=CCSc1nc2ccccc2n1C(=O)/C=C/c1cc(OC)c(OC)c(OC)c1
    ?	25µM*	.	22µM*	?	43%	-17%	-7%
> O=S(=O)(/C=C/c1ccccc1)n1cnc2ccccc21
    8%	-10%	5%	-1%	0%	16%	-4%	6%
> CCc1ccc(OCC(=O)Nc2ccc(-c3nc4ncccc4o3)cc2)cc1
    .	?	-8%	8%	.	.	-16%	.
> COc1ccc(C)cc1N(C)C(=O)c1coc(=O)c2ccccc12
    -8%	1%	-7%	-4%	?	0%	-5%	-1%
> O=S1(=O)NC[C@]23C[C@H](c4ccc(F)cc4)[C@@H](C[C@@H]21)O3
    -13%[9.22 µM]	0%	.	1%	.	4%[10 µM]	-3%	-7%
> COc1cccc(N2CCN(Cc3nc(N)nc(Nc4ccccc4)n3)CC2)c1
    17%	?	-19%	6%	-9%	4%[10 µM]	-18%	1%
> Nn1c(Cc2cccc3ccccc23)nnc1SCc1ccc(Cl)c(Cl)c1
    -9%	-3%	-4%	-1%	?	-10%[10 µM]	-8%	-2%
> Cc1ccc(Cl)cc1N(CC(=O)Nc1cccc(N(C)S(C)(=O)=O)c1)S(C)(=O)=O
    3%	-1%	-4%	2%	-5%	-4%[10 µM]	-6%	10%

Already shown: ten of the compounds above.
Values run as follows: HTT aggregate	Tau ThT inhib	SMN2 splice enh	Tau FP inhib	ALDH1A1 inh	HTT ATP protect	Tau fluor cs	KDM4E inh
> COc1ccc2c(c1)cc1c(=O)n(CC(=O)NCCc3ccccc3)nc(C)n12
    .	-4%	5%	-3%	.	.	-6%	.
> CC1(c2ccc(Cl)cc2)NC(=O)N(CC(=O)NCc2cccs2)C1=O (stereo unspecified)
    12%	-8%	?	-1%	6%	11%[10 µM]	-14%	5%
> C=CCSc1nc2ccccc2n1C(=O)/C=C/c1cc(OC)c(OC)c(OC)c1
    ?	25µM*	.	22µM*	?	43%	-17%	-7%
> O=S(=O)(/C=C/c1ccccc1)n1cnc2ccccc21
    8%	-10%	5%	-1%	0%	16%	-4%	6%
> CCc1ccc(OCC(=O)Nc2ccc(-c3nc4ncccc4o3)cc2)cc1
    .	?	-8%	8%	.	.	-16%	.
> COc1ccc(C)cc1N(C)C(=O)c1coc(=O)c2ccccc12
    -8%	1%	-7%	-4%	?	0%	-5%	-1%
> O=S1(=O)NC[C@]23C[C@H](c4ccc(F)cc4)[C@@H](C[C@@H]21)O3
    -13%[9.22 µM]	0%	.	1%	.	4%[10 µM]	-3%	-7%
> COc1cccc(N2CCN(Cc3nc(N)nc(Nc4ccccc4)n3)CC2)c1
    17%	?	-19%	6%	-9%	4%[10 µM]	-18%	1%
> Nn1c(Cc2cccc3ccccc23)nnc1SCc1ccc(Cl)c(Cl)c1
    -9%	-3%	-4%	-1%	?	-10%[10 µM]	-8%	-2%
> Cc1ccc(Cl)cc1N(CC(=O)Nc1cccc(N(C)S(C)(=O)=O)c1)S(C)(=O)=O
    3%	-1%	-4%	2%	-5%	-4%[10 µM]	-6%	10%

(list continues)
Values run as follows: HTT aggregate	Tau ThT inhib	SMN2 splice enh	Tau FP inhib	ALDH1A1 inh	HTT ATP protect	Tau fluor cs	KDM4E inh
> Cc1cc(NC(=O)c2ccc3c(c2)OCCO3)ccc1NC(=O)c1cc2ccccc2o1
    ?	?	-32%[inhibitor]	-12%	48%[activator]	-191%[inhibitor]	?	.
> CC(C)CC(=O)NCCCCc1ccccc1
    -13%	7%	-23%	-2%	?	3%[10 µM]	-5%	0%
> Cc1cccc(CCNC(=O)CCc2c(C)nc3ncnn3c2C)c1
    -9%	4%&-6%	23%&-29%	-1%&3%	?	1%	2%&1%	3%
> Cc1ccc(C)c(CS(=O)(=O)c2cn(CC(=O)N3CCC(C)CC3)c3ccccc23)c1
    -3%	-14%	-6%	0%	-16%	7%[10 µM]	-13%	-3%
> COc1ccc(S(=O)(=O)N2CCCC(C(=O)NCCC(C)C)C2)cc1 (stereo unspecified)
    23%	4%	-9%	-5%	-1%	-23%	-4%	1%
> NC(=S)N1OC[C@@H]2COc3ccc4ccccc4c3[C@@H]21
    ?	6%	-50%[inhibitor]	4%	13µM*	9%	4%	2%
> CCN1CCN(c2ncnc3c2sc2nc(N4CCOCC4)c4c(c23)CCC4)CC1
    -5%	-3%	18%	5%	?	-2%[0.074 µM]	1%	?
> CCc1cc(-c2[nH]ncc2-c2nc3ccccc3n2C)c(O)cc1O
    -16%[9.22 µM]	?	.	3%	.	-27%[10 µM]	?	?
> O=C(Cn1c(=O)n(Cc2ccco2)c(=O)c2ccccc21)Nc1cccc(F)c1
    .	1%	6%	?	.	.	?	.
> CCOc1ccc(C(=O)Nc2cccc(-c3ccc4nncn4n3)c2)cc1
    ?	-14%	-4%	0%	7%	-87%	-4%	?
> O=C(CNC(=S)N(Cc1ccccc1F)C1CCCCC1)NCC1CCCO1 (stereo unspecified)
    2%	-7%	-9%	0%	7.1µM*	-53%[inhibitor]	-14%	4%
> Cc1ccc(NC(=O)CCn2nc(C)cc2C)cc1
    13%	-3%	-1%	1%	3%	-3%	-4%	5%
> CCc1cccc2c(C(=O)COC(=O)c3cccc(S(=O)(=O)N(C)C4CCCCC4)c3)c[nH]c12
    -5%	6%	-2%	?	?	21%[10 µM]	?	-9%
> O=C(O)c1nn(CCSc2ccccc2F)c(=O)c2ccccc12
    -19%[9.22 µM]	-10%	.	3%	.	16%[10 µM]	-3%	-6%
> CCOC(=O)COc1ccc(C2C(C(=O)OC)=C(C)NC3=C2C(=O)c2ccccc23)cc1Cl (stereo unspecified)
    .	?	8%	?	.	.	?	.

Record cards, as listed above. Order of values: HTT aggregate	Tau ThT inhib	SMN2 splice enh	Tau FP inhib	ALDH1A1 inh	HTT ATP protect	Tau fluor cs	KDM4E inh
CCOc1ccc(C(=O)Nc2cccc(-c3ccc4nncn4n3)c2)cc1 in the list: ?	-14%	-4%	0%	7%	-87%	-4%	?
CCc1cc(-c2[nH]ncc2-c2nc3ccccc3n2C)c(O)cc1O in the list: -16%[9.22 µM]	?	.	3%	.	-27%[10 µM]	?	?

The listing continues.
Values run as follows: HTT aggregate	Tau ThT inhib	SMN2 splice enh	Tau FP inhib	ALDH1A1 inh	HTT ATP protect	Tau fluor cs	KDM4E inh
> CCCCNC(=O)c1ccc(SCC(=O)N(CC)CC)c([N+](=O)[O-])c1
    15%	3%	-8%	-1%	-5%	-32%[inhibitor]	-5%	1%
> CCc1ccccc1Nc1cc(C(=O)NCCc2ccccc2)c2ccccc2n1
    .	-20%	13%	-13%	.	.	?	.
> CCc1ccc(NC(=O)c2ccc(F)c(S(=O)(=O)NCC3COc4ccccc4O3)c2)cc1 (stereo unspecified)
    -31%	-9%	-58%[inhibitor]	?	?	14%[10 µM]	?	7%
> CCOC(=O)C1CCCN(C(=O)CSc2nccn2C)C1 (stereo unspecified)
    5%	-6%	3%	-3%	-2%	-4%	4%	-2%
> O=[N+]([O-])c1ccc(Cc2ccncc2)cc1
    .	2%	-5%	5%	0%	.	6%	5%
> O=c1cc(N2CCN(c3ccccc3F)CC2)[nH]c(=O)n1-c1ccc(Br)cc1
    8%	-10%	1%	1%	?	15%[10 µM]	3%	8%
> CC(C)N(C#N)c1nc(N2CCOCC2)nc(N2CCOCC2)n1
    ?	-8%	12%	-9%	?	-58%[inhibitor]	-8%	1%
> CC(C)Sc1sc(C(=O)O)c(-c2ccc(Cl)cc2)c1C#N
    1%[9.22 µM]	1%	.	-1%	.	6%[10 µM]	-7%	2%
> COc1ccc(CCNC(=O)c2ccc3c(c2)CCN3S(=O)(=O)c2ccccc2)cc1
    .	5%	-38%[inhibitor]	-2%	.	.	-25%	.
> CCOC(=O)c1cccnc1SCC(=O)NC(C)CC (stereo unspecified)
    10%	-6%	0%	3%	5%	-2%[10 µM]	-2%	13%
> CC(=O)N1C(C)(C)CC(=NOC(=O)c2ccc(C)cc2)CC1(C)C
    11%[9.22 µM]	14%	-1%	0%	7%	-14%	5%	-12%
> Cn1c(=O)c(=O)n(C)c2cc(S(=O)(=O)Nc3ccc4c(c3)OCCO4)ccc21
    -16%	-2%	-40%[inhibitor]	-5%	-2%	-6%[1.9 µM]	-2%	10%
> CC1(C)CC(=O)C=C(NNC(=O)c2ccc(N)cc2)C1
    2%	?	11%	12%	5%	.	-7%	-1%
> CCC(=O)NCCSc1c[nH]c2ccccc12
    1%	-18%	4%	-1%	1%	-9%	-18%	-5%
> O=C(COC(=O)CCSc1ccccc1)NCc1ccc(F)cc1
    4%	-1%	-14%	-1%	-3%	?	-12%	2%

Some of the compounds tested; the hit share may differ from the screen's.
